TWEAK-Fn14 inh: blocks TWEAK-Fn14 interaction in a reporter cell assay. TWEAK-stimulated Fn14 reporter cells, luciferase luminescence, 8 h. inhibition, % at 10 µM. hit rate 2% among 360,000. AID 1159606; in the data active = inhibition above about 50%
TRAIL sens C8: sensitizes caspase-8 expressing cells to TRAIL; hit rate 1% among 360,000; inhibition (viability loss, TRAIL sensitization), % at 10 µM; NB7+C8 cells + TRAIL, ATPlite viability luminescence; AID 624354;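 active = compounds causing at least 50% loss of cell viability in the single-dose screen, relative to plate controls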
LMP1 NFkB inh: inhibitors of Epstein-Barr LMP1-induced NF-kappaB reporter. LMP1-induced NF-kappaB luciferase reporter cells, luminescence. inhibition, % at 12.5 µM. hit rate 0.69% among 350,000. AID 504558; in the data active = inhibition above about 41%;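 also: 0% = neutral control wells and 100% = reference inhibitor control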
NR2F2 inh: inhibitors of human COUP-TFII (NR2F2). P24468. HEK293T NGFI-A luciferase reporter, luminescence. inhibition, % at 8.6 µM. hit rate 0.7% among 370,000;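 active = inhibition above a per-plate cutoff, mean inhibition of test wells between control levels plus 3 SD, cut at about 38% in these data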;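 also: cells cotransfected with COUP-TFII expression vector driving the NGFI-A reporter; 0% = median of COUP-TF2 test wells and 100% = reporter-only cells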
Target sequence (P24468 whole entry, looked up): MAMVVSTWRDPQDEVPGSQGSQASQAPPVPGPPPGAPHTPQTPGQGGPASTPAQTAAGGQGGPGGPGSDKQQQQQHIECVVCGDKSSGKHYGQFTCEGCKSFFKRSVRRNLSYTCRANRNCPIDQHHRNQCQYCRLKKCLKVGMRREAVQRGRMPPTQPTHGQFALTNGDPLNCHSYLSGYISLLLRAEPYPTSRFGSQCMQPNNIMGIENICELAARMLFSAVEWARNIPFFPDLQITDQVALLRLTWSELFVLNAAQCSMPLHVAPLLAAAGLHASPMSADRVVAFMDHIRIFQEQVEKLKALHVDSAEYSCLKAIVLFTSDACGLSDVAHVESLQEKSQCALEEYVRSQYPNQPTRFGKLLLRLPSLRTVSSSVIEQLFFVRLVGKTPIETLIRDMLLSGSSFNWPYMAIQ
KKLEB tox: CF airway cell cytotoxicity counter-screen; KKLEB CF airway cells viability, ATPlite luminescence, overnight; active compounds read low; cells stimulated with P. aeruginosa culture filtrate; activity change (cytotoxicity), % at 5 µM; hit rate 0.36% among 360,000;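 active = corrected activity change at or below -50% at 5 µM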
SRC2 inh: human SRC2 (NCOA2) inhibition; HEK293 GAL4-SRC2 luciferase reporter, luminescence; inhibition, % at 9 µM; hit rate 0.17% among 370,000; AID 651957;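 active = inhibition above the mean inhibition of all tested compounds plus 3 SD, set per campaign, cut at about 52% in these data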;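 also: 0% = DMSO treated cells and 100% = cells given Gossypol at 36 µM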
CF NFkB block: cystic fibrosis NF-kB activation inhibition | KKLEB NF-kB-GFP reporter, PAF-induced, GFP fluorescence overnight | inhibition, % at 5 µM | hit rate 0.86% among 360,000;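 active = at least 50% inhibition at 5 µM, scaled per plate between neutral and stimulator controls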;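 also: PAF is a Pseudomonas aeruginosa culture filtrate used as stimulus; plate controls were PAF-stimulated DMSO wells for no effect and unstimulated DMSO wells for full effect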
TROY NFkB inh: blocks TROY-dependent signaling in reporter cells; Q293 LMP1-TROYcd NF-kB luciferase reporter, 4 h; inhibition, % at 10 µM; hit rate 0.98% among 360,000;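 active = compounds whose plate-normalised and pattern-corrected inhibition of the luciferase reporter signal at the single screening dose is 50% or more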
NCOA3 inh: inhibitors of human steroid receptor coactivator 3 (SRC3). HEK293 GAL4-SRC3 luciferase reporter, luminescence. inhibition, % at 3.6 µM. hit rate 0.17% among 360,000;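 active = inhibition above a per-campaign cutoff, the mean of all compounds plus 3 SD, cut at about 60% in these data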;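 also: 0% = DMSO-treated cells and 100% = gossypol-treated cells at 36 µM; higher means less SRC3-driven luciferase light from the GAL4 reporter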
NR5A2 inv ag: suppresses constitutive activity of human LRH-1; O00482; HEK293T StAR-luciferase reporter, LRH-1 transfected, 24 h; inhibition, % at 3.6 µM; hit rate 0.13% among 360,000;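 active = inhibition above the mean inhibition of all tested compounds plus 3 SD, cut at about 73% in these data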;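 also: 0% = DMSO wells and 100% = reporter-only cells lacking LRH-1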
Target sequence (O00482 whole entry, looked up): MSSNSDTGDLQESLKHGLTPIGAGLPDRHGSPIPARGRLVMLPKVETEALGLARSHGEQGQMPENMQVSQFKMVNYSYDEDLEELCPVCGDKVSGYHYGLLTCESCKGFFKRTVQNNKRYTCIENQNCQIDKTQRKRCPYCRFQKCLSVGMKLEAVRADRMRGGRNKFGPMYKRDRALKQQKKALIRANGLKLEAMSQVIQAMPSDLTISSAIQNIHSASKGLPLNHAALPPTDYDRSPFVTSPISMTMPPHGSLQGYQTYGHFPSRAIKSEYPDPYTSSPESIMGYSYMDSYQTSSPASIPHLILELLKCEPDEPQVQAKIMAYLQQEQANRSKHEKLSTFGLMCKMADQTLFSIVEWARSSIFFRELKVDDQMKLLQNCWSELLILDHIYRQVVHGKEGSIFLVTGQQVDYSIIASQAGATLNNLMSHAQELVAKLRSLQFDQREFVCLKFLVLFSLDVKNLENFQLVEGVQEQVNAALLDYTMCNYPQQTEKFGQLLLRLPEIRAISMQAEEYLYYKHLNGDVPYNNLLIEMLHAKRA
SRC1 inh: human NCOA1 inhibition; Q15788; HEK293 GAL4-SRC1 luciferase reporter, luminescence; inhibition, % at 3.6 µM; hit rate 0.12% among 360,000; AID 588354;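 active = inhibition above the campaign mean plus 3 SD, with each screening campaign given its own cutoff, cut at about 60% in these data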;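 also: 0% = DMSO treated cells and 100% = gossypol at 36 µM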
Starred values were filed as active, the others as inactive; · = not tested or not shown.

SMILES	TWEAK-Fn14 inh	TRAIL sens C8	LMP1 NFkB inh	NR2F2 inh	KKLEB tox	SRC2 inh	CF NFkB block	TROY NFkB inh	NCOA3 inh	NR5A2 inv ag	SRC1 inh
COc1ccc(CC(=O)Nc2cccc(-c3nnc(-c4ccc(C)cc4)o3)c2)cc1OC	102*	90*	19	-1	-1	-11	-20	64*	0	8	-7
O=C(NCC1CCCO1)c1cccc(NC(=O)c2ccccc2)c1 (centres undefined)	14	-5	4	-1	4	-32	6	-27	-31	1	-8
CCCCCc1cc(=O)oc2c(C(CCN3CCCC3)c3cc(OC)c(OC)c(OC)c3)c(OC)cc(OC)c12 (centres undefined)	-24	53*	-51	4	-17	11	16	12	1	-1	0
CCOC(=O)N1CCC(NCCNC(=O)c2ccco2)CC1	3	4	1	2	-6	-15	-14	14	4	-5	8
O=C(NNC(=S)NC1CCCCC1)c1ccccc1Cl	27	-12	1	-25	10	-14	-12	-27	4	-36	-21
COC(=O)c1ccc(N2CCN(CC(=O)c3ccc(-c4ccccc4)cc3)CC2)c([N+](=O)[O-])c1	-9	-2	-3	-6	-4	-10	-1	-33	-20	7	-35
O=C(COC(=O)C1(c2cccc(F)c2)CCCC1)NCc1cccs1	4	4	2	12	-17	12	-1	-3	-11	7	3
Cc1ccc(CCCOC(=O)CN2CCCCC2)cc1	2	-5	4	-1	10	-20	-20	-11	9	4	-12
Cc1nn(Cc2ccc(F)cc2)c(C)c1NC(=O)c1cc(-c2ccc3c(c2)OCO3)on1	·	·	17	-19	·	14	·	·	22	5	2
OC1(CNCc2ccccc2)C2CC3CC(C2)CC1C3 (centres undefined)	11	12	0	-12	7	2	-10	8	7	-16	-14
CCC(C)N1CCN(S(=O)(=O)c2ccc3ccccc3c2)CC1 (centres undefined)	-7	0	7	-19	6	-66	-9	10	2	23	0
CCCCCCCCN1C(=O)C(O)=C(C(C)=O)C1c1ccccn1 (centres undefined)	-4	13	8	7	-12	6	8	4	0	4	3
COC(=O)c1c(-c2c(Cl)cccc2Cl)noc1NC(=O)NN1CCOCC1	-3	-14	-2	-6	-22	-6	6	6	-5	-14	-7
CC(C)C[C@H](NC(=O)c1[nH]cnc1C(=O)N[C@H](C)c1ccccc1)C(=O)OCc1ccccc1	-3	22	-2	3	-8	7	13	4	-3	1	-12
O=C1C=C(C2CCCCC2)C(=O)c2ccccc21	38	7	-9	10	18	-34	71*	-2	8	13	11
CC(C)(C)C(=O)Nc1nnc(SCC(=O)NCc2ccco2)s1	13	-8	-3	-8	5	-4	8	-10	8	5	6
COc1ccc(NC(=O)/C(=C\c2ccco2)NC(=O)c2ccco2)cc1	0	0	-10	3	-8	-3	12	-28	-8	-23	-34
CCCc1cc(C(=O)Nc2ccc(CC)cc2)no1	-21	5	-27	-70	4	-58	-15	-10	-91	-114	-81
NS(=O)(=O)c1ccc(NC(=O)COC(=O)C2CC2)cc1	9	-4	4	-5	-3	-20	-5	-5	-4	-5	-20
CN(C(=O)CS(=O)(=O)c1cccc(Cl)c1)c1ccccc1	-4	-7	10	-8	-11	-5	4	4	5	8	-19
CS(=O)(=O)Nc1ccc(C2=NN(S(=O)(=O)c3ccccc3)C(c3cccs3)C2)cc1 (centres undefined)	-1	-3	-8	-2	5	1	1	0	8	18	4
O=C(Nc1ccc2ncccc2c1)c1cccc(Br)c1	-24	9	-26	-7	-1	-47	8	-55	-132	-91	-84
CCCc1ccc2oc(C(=O)NCCN3CCCC(C(N)=O)C3)c(C)c2c1 (centres undefined)	4	10	0	1	-10	-5	12	-12	5	23	-19
COCCNC(=O)CSc1nc2cc(OC)c(OC)cc2c(=O)n1CCC1=CCCCC1	1	-30	4	15	-8	-18	-4	-2	3	11	4
COc1ccc(CN2C(=O)c3ccccc3C2c2nnnn2Cc2ccccc2)cc1OC (centres undefined)	-5	-3	·	10	·	-12	·	18	·	13	·

Quoted from the listing.
Result for `CCC(C)N1CCN(S(=O)(=O)c2ccc3ccccc3c2)CC1` (centres undefined) under SRC1 inh: 0
Result for `CC(C)(C)C(=O)Nc1nnc(SCC(=O)NCc2ccco2)s1` under KKLEB tox: 5
Result for `O=C(NNC(=S)NC1CCCCC1)c1ccccc1Cl` under NCOA3 inh: 4

With a hit mark in CF NFkB block (from the list above):
| compound | TWEAK-Fn14 inh | LMP1 NFkB inh | NR2F2 inh | SRC2 inh | CF NFkB block | NCOA3 inh | NR5A2 inv ag | SRC1 inh |
| --- | --- | --- | --- | --- | --- | --- | --- | --- |
| O=C1C=C(C2CCCCC2)C(=O)c2ccccc21 | 38 | -9 | 10 | -34 | 71* | 8 | 13 | 11 |

Back to the main list; the 4 compounds before the break are reprinted first.
SMILES	TWEAK-Fn14 inh	TRAIL sens C8	LMP1 NFkB inh	NR2F2 inh	KKLEB tox	SRC2 inh	CF NFkB block	TROY NFkB inh	NCOA3 inh	NR5A2 inv ag	SRC1 inh
O=C(Nc1ccc2ncccc2c1)c1cccc(Br)c1	-24	9	-26	-7	-1	-47	8	-55	-132	-91	-84
CCCc1ccc2oc(C(=O)NCCN3CCCC(C(N)=O)C3)c(C)c2c1 (centres undefined)	4	10	0	1	-10	-5	12	-12	5	23	-19
COCCNC(=O)CSc1nc2cc(OC)c(OC)cc2c(=O)n1CCC1=CCCCC1	1	-30	4	15	-8	-18	-4	-2	3	11	4
COc1ccc(CN2C(=O)c3ccccc3C2c2nnnn2Cc2ccccc2)cc1OC (centres undefined)	-5	-3	·	10	·	-12	·	18	·	13	·
CC(=O)N1CCOCCOCCOCC1	-5	9	1	-3	5	-8	7	13	4	16	19
O=C(CSc1nc(=O)n(CCN2CCOCC2)c2c1CCC2)Nc1ccc(OC(F)(F)F)cc1	-1	8	3	-30	10	-3	-23	-5	10	-8	-5
CCOC(=O)C1=C(c2ccccc2)N=C2SCC(=O)N2C1c1ccc2c(c1)OCO2 (centres undefined)	-28	1	8	2	-5	1	-12	-10	-8	-26	10
Nc1[nH]c(C(=O)c2ccccc2)c(-c2cccnc2)c1C(=O)NCCc1ccc(Cl)cc1Cl	4	-15	·	-9	·	8	·	-13	·	20	·
O=C(CCN1C(=O)c2ccccc2C1=O)NC(=S)Nc1cccc(Cl)c1	-24	1	-5	8	5	-3	-4	-23	13	12	3
COc1cc(C(C)=O)ccc1OCc1cc(C(=O)N(C)CCC2CCCCO2)no1 (centres undefined)	-28	-4	-34	-34	-1	-38	-1	-68	-84	-77	-122
C=CCn1c(-c2csc3ccccc23)n[nH]c1=S	-5	-2	13	16	2	-22	8	8	13	-1	7
C[C@@H](C(=O)Nc1ccccc1N1CCOCC1)N1C(=O)C2CC=CCC2C1=O (some centres undefined)	11	-6	0	3	-8	-19	-1	-10	13	0	3
COc1ccc(NC(=S)N(CCCN2CCOCC2)C(C)c2cc3ccccc3o2)cc1 (centres undefined)	-12	-6	-4	-10	2	4	-1	6	18	-1	-20
COc1ccc(CNC(=O)c2ccc(-n3ccnc3)c3ccoc23)cc1OC	4	-3	·	-8	7	-16	-13	8	-22	-2	-22
CC(=O)c1cccc(NC(=O)C2(C)Cc3c(-c4ccccc4)ccnc3O2)c1 (centres undefined)	15	18	·	6	-11	18	-18	12	13	-18	-4
c1ccc(COc2cccc(-c3cc4nc(NCCOc5ccccc5)ccn4n3)c2)cc1	27	17	·	-6	13	-15	-25	-8	-4	15	-29
O=C1N=C(N2CCCC2)CN1c1ccccc1	-5	2	-6	1	-3	-4	10	7	10	-26	-34
COc1ccc(OC)c([C@@H]2OCCC=C[C@H]2C)c1	4	-5	-1	-7	-5	-41	11	-5	17	11	-3
Cc1noc(C)c1-c1ccc(C(=O)NC2CCCCC2)c2occc12	-8	10	·	-54	-13	-62	-30	-47	-25	-8	-21
Cc1nc2sc(C(c3ccco3)N3CCN(c4cccc(Cl)c4)CC3)c(O)n2n1 (centres undefined)	4	16	7	-4	-8	8	8	2	-13	-1	-7
CC(/C=C/c1ccccc1)=N/NC(=O)Cn1nnc(N)n1	-14	12	·	5	-9	-9	8	1	11	6	-20
Cc1ccc(NC(=O)c2cc(S(=O)(=O)N3CCCCC3)cs2)cc1	41	27	9	48*	-12	37	11	8	-7	19	7
CCN(CC)c1ncnc2c1cnn2C	-5	8	9	4	-3	5	6	-7	0	15	-19
COc1cccc(NC(=O)Nc2cc(C(=O)O)ccc2C)c1	12	8	1	-8	-3	9	0	9	7	14	-4
COc1ccc(C(=O)c2c3ccc([N+](=O)[O-])cc3[n+]([O-])n2CCCN)cc1	-11	3	-3	-38	-16	-12	-20	-37	-14	2	-14
Cc1ccc(CNC(=O)c2cc3c(=O)n(C)c4ccccc4c3n2C)o1	-31	-3	3	-9	-8	-21	-11	-14	-1	27	-13
O=C(CSc1nnnn1-c1ccccc1)N1CCCc2ccccc21	-12	-4	2	-8	10	-17	-15	3	-13	-2	-13
c1cc(Nc2cccc3nccnc23)c2nccnc2c1	-9	3	-6	-11	-4	-15	-9	19	-11	-4	-7
Cc1ccc(CCNC(=O)C2CCCN(S(=O)(=O)N3CC(C)CC(C)C3)C2)cc1 (centres undefined)	22	-4	-3	-3	5	-2	23	-15	7	-13	9
CCOC(=O)Cc1csc(NC(=O)CSc2nnnn2-c2ccc(C)c(C)c2)n1	18	-2	-3	1	10	0	-9	13	-36	3	8
CC(=O)c1ccc(S(=O)(=O)N(C)CCCC(=O)NCc2ccc3c(c2)OCO3)cc1	4	11	10	12	-7	12	15	2	-5	-6	-9
O=C(CCCN1C(=O)c2cccc3cccc(c23)C1=O)N1CCN(c2ccccc2O)CC1	17	17	6	-1	8	12	-10	-29	0	-7	11
O=C(O)c1cccc(NS(=O)(=O)c2ccc3c(c2)OCCCO3)c1	27	-5	5	-20	0	-16	-8	3	19	2	-11
COc1cccc(CC(=O)Nc2cc(S(=O)(=O)N3CCOCC3)ccc2N2CCOCC2)c1	-9	-2	-4	-10	-4	0	5	-7	17	8	-10
